# MITF inh = human MITF inhibition, primary screen; O75030; hit rate 0.91% among 650,000; AlphaScreen MITF homodimerization, bead proximity signal; inhibition, % at 2.6 µM; AID 1259374; in the data active = inhibition above about 50%;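 note: 0% = vehicle wells with protein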
# FBW7 act = activators of human E3 ligase FBW7; AlphaScreen FBW7–phospho-cyclin E peptide binding, activator screen; normalized activity (activation), % at 26.1 µM; AID 1259310; hit rate 0.13% among 650,000; in the data active = normalized activity above about 1.9%;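 note: purified mutant Fbw7 with reduced substrate affinity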
# Target sequence (Q969H0 whole entry, looked up): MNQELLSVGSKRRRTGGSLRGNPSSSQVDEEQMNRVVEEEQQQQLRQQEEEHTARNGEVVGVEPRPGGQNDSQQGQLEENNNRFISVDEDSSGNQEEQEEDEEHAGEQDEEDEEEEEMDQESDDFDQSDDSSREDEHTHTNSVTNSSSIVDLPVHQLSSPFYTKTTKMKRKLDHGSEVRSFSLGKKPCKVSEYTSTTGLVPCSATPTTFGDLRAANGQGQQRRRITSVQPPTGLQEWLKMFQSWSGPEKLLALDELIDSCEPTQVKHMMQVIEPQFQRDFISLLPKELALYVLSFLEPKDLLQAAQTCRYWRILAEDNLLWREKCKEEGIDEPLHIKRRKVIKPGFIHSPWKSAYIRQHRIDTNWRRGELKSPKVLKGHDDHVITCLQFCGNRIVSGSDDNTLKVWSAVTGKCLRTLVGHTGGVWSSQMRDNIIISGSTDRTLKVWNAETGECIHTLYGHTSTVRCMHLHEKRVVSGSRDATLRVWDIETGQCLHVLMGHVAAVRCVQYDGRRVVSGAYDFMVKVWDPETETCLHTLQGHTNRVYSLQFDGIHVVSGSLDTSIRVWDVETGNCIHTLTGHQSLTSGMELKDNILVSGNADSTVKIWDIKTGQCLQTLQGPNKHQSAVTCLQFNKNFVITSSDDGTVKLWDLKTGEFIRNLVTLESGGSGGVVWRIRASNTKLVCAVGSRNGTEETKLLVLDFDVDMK
# TEAD-YAP inh = TEAD-YAP interaction inhibition | HEK-TIYL cells, TEAD-Gal4/YAP UAS-luciferase luminescence | hit rate 1.4% among 640,000 | inhibition, % at 9.12 µM; in the data active = inhibition above about 32%;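 note: 0% = median of test compound wells and 100% = reference inhibitor wells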
# GPR151 activ = human GPR151 activation | activation, % at 11.2 µM | Q8TDV0 | hit rate 1% among 650,000 | PathHunter beta-arrestin GPR151 cells, luminescence | AID 1508602; in the data active = activation above about 4.9%;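 note: 0% = median of compound wells and 100% = cells with positive control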
# Target sequence (Q8TDV0 whole entry, looked up): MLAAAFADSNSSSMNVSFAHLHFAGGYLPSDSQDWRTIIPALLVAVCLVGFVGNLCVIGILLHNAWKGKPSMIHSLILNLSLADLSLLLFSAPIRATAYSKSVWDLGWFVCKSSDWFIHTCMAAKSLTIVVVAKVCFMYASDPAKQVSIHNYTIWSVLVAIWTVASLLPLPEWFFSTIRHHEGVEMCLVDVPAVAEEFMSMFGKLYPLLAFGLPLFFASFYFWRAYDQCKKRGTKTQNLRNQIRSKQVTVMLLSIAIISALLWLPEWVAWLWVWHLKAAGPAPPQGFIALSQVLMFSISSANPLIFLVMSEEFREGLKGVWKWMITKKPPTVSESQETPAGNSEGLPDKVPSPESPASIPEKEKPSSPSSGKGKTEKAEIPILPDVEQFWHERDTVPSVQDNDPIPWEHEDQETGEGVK
# Active calls of the source: *; / = not tested or not shown.
SMILES,MITF inh,FBW7 act,TEAD-YAP inh,GPR151 activ
Cc1cccn2c(=O)c(/C=C(\C#N)C(=O)NCc3ccco3)c(Oc3ccccc3)nc12,16,0.0,26,0.8
O=C(CN1C(=O)C2(OCCO2)c2ccccc21)c1ccc(Cl)cc1,9,0.1,8,2.2
Cc1nn(Cc2ccc(Cl)cc2)c(C)c1NC(=O)CSc1n[nH]c(C)c1[N+](=O)[O-],8,0.1,9,-0.9
Cc1ccc2nc(-c3ccccc3)cc(C(=O)OCC(=O)c3ccccc3)c2c1,14,0.1,8,1.7
COc1ccc(CNCCC2CCC(=O)N2CC(C)C)cc1 (stereo unspecified),11,0.3,6,-0.1
COc1ccc(/C=C2\N=C(c3cccc(C)c3)OC2=O)cc1OC(C)=O,1,-0.1,-9,-0.1
COC(=O)c1cnc(N2CCN(c3ccccc3F)CC2)c2ccccc12,1,0.0,-6,1.1
COC(=O)c1cc(NC(=O)c2cc3cc(Br)ccc3oc2=O)cc(C(=O)OC)c1,-9,0.0,3,-1.6
CC(C)(C)C1CCc2c(sc(NC(=O)/C=C/c3cccc([N+](=O)[O-])c3)c2C(N)=O)C1 (stereo unspecified),14,0.0,7,-0.1
COC(=O)c1cc(S(=O)(=O)Nc2c(C)cc(C)cc2C)cn1C,7,0.0,2,-0.8
CCCCCOc1ccc(/C=C2/C(=O)ON=C2C)cc1,27,-0.1,10,1.7
O=C1c2ccccc2C(=O)N1CCCCCCN1CCN(c2cccc(Cl)c2)CC1,12,0.0,2,3.3
COC(CNC(=O)c1ccc(NCC2CCCO2)c([N+](=O)[O-])c1)OC (stereo unspecified),6,0.0,-2,-1.0
COC(=O)/C(C#N)=C/c1c(Oc2cccc(C)c2C)nc2c(C)cccn2c1=O,3,-0.1,0,0.8
CC(C)(C)C1CCc2c(sc(NC(=O)c3ccccc3F)c2C(=O)N2CCOCC2)C1 (stereo unspecified),-9,-0.1,-2,2.4
Cc1nc(C)c(C(=O)N2CCC[C@H](Cn3cc(C(=O)NCc4ccccc4F)nn3)C2)o1,3,0.7,7,-0.1
Cc1ccc(NC(=O)CCc2nnc3ccc(N4CCC(C)CC4)nn23)cc1C,-4,-0.2,5,0.3
COc1ccc(-c2cc(OC(=O)c3ccco3)c3c(C)oc(C)c3c(=O)c2)cc1,15,0.4,6,-2.1
CNc1nc(Nc2cccc(Cl)c2)c2cnn(C)c2n1,-16,0.5,6,1.2
Cc1ccc(N(CC(=O)NCc2ccco2)S(=O)(=O)c2ccc(F)cc2)cc1,7,-0.2,1,-1.8
CC(/C=C/c1ccccc1)=N\NC(=O)c1cccnc1,-7,-0.1,-13,2.1
Cc1ccc(C(=O)Nc2ccc(S(N)(=O)=O)cc2)cc1C,-17,0.1,-27,2.1
Cc1cccc(C)c1NC(=O)CSc1nnc(-c2ccccc2)n1N,-6,0.1,3,-0.4
N#C/C(=C/c1ccc(O)c(O)c1)c1nc2ccccc2[nH]1,11,-0.5,-67,-4.6
O=C1OC2(CCCCC2)OC(=O)C1=CNc1cc([N+](=O)[O-])ccc1F,3,0.0,9,-0.6
CC(C)(C)NC(=O)Cn1c(=O)n(-c2ccccc2)c(=O)c2oc3ccccc3c21,5,0.0,3,-0.6
CC1CC(C)CN(S(=O)(=O)c2ccc(C(=O)O)cc2)C1 (stereo unspecified),12,0.1,4,-1.9
COc1cccc(NC(=S)Nc2ccc(F)cc2)c1,2,0.0,-13,0.8
Cc1ccc(-c2cc(C(F)(F)F)n3nc(C(=O)N4CCN(c5ccccc5)CC4)cc3n2)cc1,1,-0.1,4,1.5
Cc1ccc(C)c(N(C)S(=O)(=O)c2cccc3nonc23)c1,0,-0.2,-2,-0.2
CCOP(=O)(Cc1ccccc1N1C(=O)c2ccccc2C1=O)OCC,-5,0.0,0,-1.1
CCOC(=O)c1c(NC(=O)c2cc(Cl)ccc2OC)sc2c1CCC2,9,0.1,2,2.4
CC(=O)C(C)(C)OC(=O)NCc1cccs1,-8,-0.1,2,0.0
COc1cc(-c2nc3c([nH]2)c(=O)n(C)c(=O)n3C)ccc1O,0,-0.1,2,0.1
CCCCNC(=O)C(=O)NCC1OCCCN1S(=O)(=O)c1ccccc1 (stereo unspecified),-8,-0.1,3,-0.1
CCCCCN(C(=O)NC(=O)NC(C)CC)S(C)(=O)=O (stereo unspecified),-15,0.1,-1,0.9
CCOC(=O)Cc1cc(=O)n2[nH]cc(-c3ccccc3)c2n1,-6,-0.2,-2,-1.5
Cc1cc(C(=O)NNC(=O)c2csc3c2CCCC3)cs1,5,1.1,7,0.1
O=C1OC(c2ccc(I)cc2)=N/C1=C\c1cc2c(cc1Cl)OCO2,11,0.3,15,-0.9
Cc1cc(C)n(-c2ccc(F)cc2CN2CCN(Cc3ccccc3)C(CCO)C2)n1 (stereo unspecified),-2,0.8,-2,3.4
CC1(C)CC(=O)C2=C(C1)NC(=S)NC2C1CCCCC1 (stereo unspecified),-8,-0.1,-1,1.7
O=C1OC(c2ccco2)=N/C1=C/c1cccc2ccccc12,0,-0.1,-3,-0.4
Cc1cc(C)c2nc(N3CCC(C(=O)N4CCN(C)CC4)CC3)sc2c1,8,-0.3,8,2.2
O=C(Nc1ccc(Cl)c(Cl)c1)/C(=C/c1cccc([N+](=O)[O-])c1)NC(=O)c1ccc(F)cc1Cl,6,-0.1,2,-0.7
Cc1ccc(/C=C(\C#N)C(N)=O)c(C)c1,6,-0.1,-9,0.8
Cc1cc(C)c2c(n1)sc1c(=O)n(-c3cccc(C(F)(F)F)c3)cnc12,4,-0.1,-10,1.2
CC(=O)c1ccc(NC(=O)CSc2nc3ccccc3s2)cc1,13,0.1,-11,1.1
Cc1cccc(N(C)S(=O)(=O)c2cccc3nsnc23)c1,-4,-0.1,-6,-1.9
CC(C)n1c(-c2csc3ccccc23)nc2c(NCCc3ccc(O)cc3)ncnc21,5,0.1,-17,3.8
CCOc1ccc(NC(=O)c2nc(S(=O)(=O)CC)ncc2Cl)cc1,-1,-0.2,6,2.2
COc1ccc(-c2nccc(N)n2)cc1,6,0.2,0,-1.1
CC(=O)c1c(C)[nH]c(C(=O)OCc2ccc(Br)cc2)c1C,-9,0.2,-17,1.6
COc1ccc(CC(C(=O)Nc2ccccc2)C(C)C(=O)O)cc1 (stereo unspecified),1,0.0,8,2.4
CCN(CCn1cccn1)C(=O)CC1C(=O)NCCN1Cc1ccc(OC)c(C)c1 (stereo unspecified),-8,0.1,9,0.2
O=C1CC(C(=O)NCc2cc(C3CC3)n[nH]2)Cc2nc(NC(=O)C3CCC3)sc21 (stereo unspecified),15,0.0,-24,3.7
CCOC(=O)c1[nH]cnc1C(=O)N1CCOCC1,14,0.0,4,-0.9
O=C1OC2(c3ccc(O)cc3Oc3cc(OS(=O)(=O)c4c(F)c(F)c(F)c(F)c4F)ccc32)c2ccccc21 (stereo unspecified),5,/,/,-0.6
COC(=O)CCCNc1nc(CN2CCNC(=O)C2)nc2ccccc12,-1,0.0,-2,-1.1
CCc1ccc(NC(=O)Cn2nnc(-c3ccccc3)n2)cc1,5,-0.1,3,0.5
Cc1cccc(-n2nc3c(c2NC(=O)COc2ccc(Cl)cc2Cl)CSC3)c1C,11,0.2,-11,0.2

# Retrieved by compound from the list above, 4 records:
SMILES,MITF inh,FBW7 act,TEAD-YAP inh,GPR151 activ
O=C1OC2(c3ccc(O)cc3Oc3cc(OS(=O)(=O)c4c(F)c(F)c(F)c(F)c4F)ccc32)c2ccccc21 (stereo unspecified),5,/,/,-0.6
COc1ccc(-c2nccc(N)n2)cc1,6,0.2,0,-1.1
O=C1CC(C(=O)NCc2cc(C3CC3)n[nH]2)Cc2nc(NC(=O)C3CCC3)sc21 (stereo unspecified),15,0.0,-24,3.7
CCc1ccc(NC(=O)Cn2nnc(-c3ccccc3)n2)cc1,5,-0.1,3,0.5

# (more compounds)
SMILES,MITF inh,FBW7 act,TEAD-YAP inh,GPR151 activ
CCOC(=O)c1ccc2c(c1)N(Cc1ccc(F)cc1)C(=O)C(C)S2 (stereo unspecified),4,0.3,-1,0.3
Cc1ccc2ccc(S(=O)(=O)n3ccnc3C)cc2c1,10,0.0,3,0.3
CCOC(=O)c1ccc(CNCc2cccc(OCc3ccccc3)c2)cc1,3,0.0,-10,-0.9
CCCCCNC(=O)c1ccccc1F,2,0.2,-23,0.3
CC(C)NS(=O)(=O)c1ccc(NC(=O)c2ccccn2)cc1,7,-0.2,-14,-1.6
CCOc1ccc(CC(=O)Nc2cccc(-c3ccc(N4CCN(C)CC4)nn3)c2)cc1,5,-0.5,-5,0.7
O=C(Nc1ccc(F)cc1)Nc1nnc(CCc2ccccc2)s1,9,0.6,-5,-0.5
COc1ccc([N+](=O)[O-])cc1-c1[nH]c(-c2cccc(OC)c2OC)nc1-c1ccccc1,-6,-0.2,-5,1.3
CCCCSc1nnc2c(n1)OC(/C=C/c1ccc([N+](=O)[O-])o1)Nc1ccccc1-2 (stereo unspecified),31,0.2,-3,-0.9
COc1ccc(CCNc2cc(C)nc(Nc3cc(OC)c(OC)c(OC)c3)n2)cc1,1,-0.2,36*,1.8
COc1ccc(C(=O)Nc2ccccc2C(N)=O)cc1Br,-5,0.0,-51,-5.8
c1ccc(Oc2ccc(Nc3ccnc(-c4csc5ccccc45)n3)cc2)cc1,-6,-0.1,1,-1.7
CCOc1ccc(Nc2nc(-c3ccc(I)cc3)cs2)cc1,16,0.2,12,0.4
NC(=O)c1cc2ccc(O)cc2oc1=Nc1ccc(F)cc1,8,0.0,-3,-10
C=CCNc1nc2c(C)cccn2c(=O)c1/C=C1\SC(=S)NC1=O,21,0.1,0,1.5
O=S(=O)(c1cccc(-c2cn3ccccc3n2)c1)N1CCCCCC1,-20,0.1,-21,-1.4
O=C(NC(=S)Nc1cc(C(F)(F)F)ccc1Cl)c1sc2ccccc2c1Cl,-8,-0.2,15,1.1
O=C(Nc1cccc(OC(=O)N2CCOCC2)c1)N1CCCCC1,3,0.1,-4,-1.8
COc1ccc2c(c1)CCCN2C(=O)c1ccc2c3c(cccc13)CC2,1,-0.1,-6,-1.3
Cc1ccnc(NC(=O)Cn2nc([N+](=O)[O-])c(Br)c2C)c1,-3,-0.1,-15,0.5
CSc1nn(CC(=O)Nc2nc3ccccc3s2)c(=S)n1N,8,0.0,13,-0.3
COc1cccc(C2SCC(=O)N2c2ccc(Br)cc2)c1OC (stereo unspecified),1,0.0,6,1.4
CCCCCC(=O)Nc1sc(C(=O)OCC)c(C)c1C#N,8,0.2,13,0.9
Cc1ccccc1C(=O)OCCN(C)Cc1ccccc1,-4,0.3,-11,-2.2
CCNc1cc(N2CCN(S(C)(=O)=O)CC2)ccc1[N+](=O)[O-],-22,0.0,3,-1.9
O=C1CC(=O)Nc2cc(S(=O)(=O)Nc3ccc(F)cc3F)ccc2N1,13,0.0,9,-1.0
CC1(C(=O)Nc2cccc(Br)c2)CC(=O)N=C2C=CC=CN21 (stereo unspecified),0,0.2,6,3.2
CCOc1ccc(-n2c(=S)sc3c(=O)n(-c4ccc(F)cc4)c(SCC4OCCO4)nc32)cc1,1,0.0,-5,-0.9
CN(C)c1ccc(/C=N/NC(=O)CNc2n[nH]c(=O)[nH]c2=O)cc1,1,0.8,0,2.6
CCc1ccc(OCCCC(=O)Nc2ccc(S(=O)(=O)Nc3nccs3)cc2)cc1,4,-0.1,4,0.8
O=C(CN1C(=O)c2cccc([N+](=O)[O-])c2C1=O)OCCCC(=O)c1ccc(F)cc1,12,0.1,6,1.9
NC(=O)c1cncc(-c2cccs2)c1,70*,0.0,1,0.6
CCc1c(C)nc(SCC(=O)NC(C)C)[nH]c1=O,-9,0.0,8,1.8
O=C(CC12CC3CC(CC(C3)C1)C2)NCC(=O)Nc1cccnc1,5,0.1,0,-1.9
Cc1ccc(SCC(=O)Nc2ccc(N3CCOCC3)cc2)cc1,-1,0.0,-5,-1.0
Cc1cnc(-c2nnc(N(C)C(=O)c3cnccn3)s2)cn1,-1,-0.1,-6,-0.5
COCCn1c(=NC(=O)c2ccccc2[N+](=O)[O-])sc2cc(OC)ccc21,0,-0.2,6,-0.8
CCCCSc1nnc2c(n1)OC(c1ccc(OCC)c(OC)c1)Nc1ccccc1-2 (stereo unspecified),9,0.2,-14,-1.1
CCC(C)NC(=O)C1CCCN(S(=O)(=O)N2CCCCC2)C1 (stereo unspecified),5,0.4,11,-0.9
C=Cc1ccc(Cn2c(C(=O)O)c(CNC3CCCCCCC3)c3ccccc32)cc1,5,-0.2,8,2.0
CN1CCN(c2cnn(C34CC5CC(CC(C5)C3)C4)c(=O)c2Cl)CC1,4,-0.2,-6,-0.4
COCCCNC(=O)c1oc2ccccc2c1C,7,0.5,-47,-0.6
Cc1csc(NC(=O)CSc2nc(C)cs2)n1,4,0.0,-4,-0.2

# Given with values under each structure: entries from further up.
# Sequence of screens – MITF inh | FBW7 act | TEAD-YAP inh | GPR151 activ
CC(=O)C(C)(C)OC(=O)NCc1cccs1
 : -8 | -0.1 | 2 | 0.0
COc1cc(-c2nc3c([nH]2)c(=O)n(C)c(=O)n3C)ccc1O
 : 0 | -0.1 | 2 | 0.1
CCCCNC(=O)C(=O)NCC1OCCCN1S(=O)(=O)c1ccccc1 (stereo unspecified)
 : -8 | -0.1 | 3 | -0.1
CCCCCN(C(=O)NC(=O)NC(C)CC)S(C)(=O)=O (stereo unspecified)
 : -15 | 0.1 | -1 | 0.9
CCOC(=O)Cc1cc(=O)n2[nH]cc(-c3ccccc3)c2n1
 : -6 | -0.2 | -2 | -1.5
Cc1cc(C(=O)NNC(=O)c2csc3c2CCCC3)cs1
 : 5 | 1.1 | 7 | 0.1
O=C1OC(c2ccc(I)cc2)=N/C1=C\c1cc2c(cc1Cl)OCO2
 : 11 | 0.3 | 15 | -0.9

# Bioassay records (PubChem BioAssay)
